Wee1 degr inh – human Wee1 degradation inhibition, primary screen; P30291; HeLa Luc-Wee1K328M stability, luciferase luminescence; 100% = proteasome inhibitor MG132 effect; reporter increase, % at 5 µM; hit rate 1.2% among 220,000; AID 1321;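 active means activation above the mean of all tested compounds plus 3 SD, set per screening run, cut at about 8.8% in these data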;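 further: cells exposed to compound for 20 h before luminescence read; 0% = DMSO alone and 100% = MG132 at 30 µM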
Furin inh – blocks human furin protease activity. P09958. purified furin, fluorogenic substrate cleavage. inhibition, % at 30 µM. hit rate 0.061% among 220,000. AID 463115; in the data active means inhibition above about 25%; further: inactives centre near -15
p97 ATPase inh – blocks human p97 ATPase activity; P55072; recombinant p97 ATPase, Kinase-Glo ATP luminescence, 3 h; inhibition, % at 8 µM; hit rate 0.42% among 220,000; in the data active means inhibition above about 15%;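 further: 0% = DMSO vehicle and 100% = wells lacking enzyme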
PERK inh – inhibitors of human PERK kinase | CHO PERK-DD fusion, SEAP luminescence translation reporter | inhibition, % at 5.6 µM | hit rate 0.17% among 220,000 | AID 1416 | Q9NZJ5;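 active means inhibition above the mean inhibition of all tested compounds plus 3 SD, set separately per screening campaign, cut at about 2.9% in these data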;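 further: PERK kinase domain activated by AP20187 dimerizer at 100 nM; 0% = DMSO with dimerizer and 100% = rapamycin at 8.4 µM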
Target sequence (Q9NZJ5 whole entry, looked up, the tested form may be a part): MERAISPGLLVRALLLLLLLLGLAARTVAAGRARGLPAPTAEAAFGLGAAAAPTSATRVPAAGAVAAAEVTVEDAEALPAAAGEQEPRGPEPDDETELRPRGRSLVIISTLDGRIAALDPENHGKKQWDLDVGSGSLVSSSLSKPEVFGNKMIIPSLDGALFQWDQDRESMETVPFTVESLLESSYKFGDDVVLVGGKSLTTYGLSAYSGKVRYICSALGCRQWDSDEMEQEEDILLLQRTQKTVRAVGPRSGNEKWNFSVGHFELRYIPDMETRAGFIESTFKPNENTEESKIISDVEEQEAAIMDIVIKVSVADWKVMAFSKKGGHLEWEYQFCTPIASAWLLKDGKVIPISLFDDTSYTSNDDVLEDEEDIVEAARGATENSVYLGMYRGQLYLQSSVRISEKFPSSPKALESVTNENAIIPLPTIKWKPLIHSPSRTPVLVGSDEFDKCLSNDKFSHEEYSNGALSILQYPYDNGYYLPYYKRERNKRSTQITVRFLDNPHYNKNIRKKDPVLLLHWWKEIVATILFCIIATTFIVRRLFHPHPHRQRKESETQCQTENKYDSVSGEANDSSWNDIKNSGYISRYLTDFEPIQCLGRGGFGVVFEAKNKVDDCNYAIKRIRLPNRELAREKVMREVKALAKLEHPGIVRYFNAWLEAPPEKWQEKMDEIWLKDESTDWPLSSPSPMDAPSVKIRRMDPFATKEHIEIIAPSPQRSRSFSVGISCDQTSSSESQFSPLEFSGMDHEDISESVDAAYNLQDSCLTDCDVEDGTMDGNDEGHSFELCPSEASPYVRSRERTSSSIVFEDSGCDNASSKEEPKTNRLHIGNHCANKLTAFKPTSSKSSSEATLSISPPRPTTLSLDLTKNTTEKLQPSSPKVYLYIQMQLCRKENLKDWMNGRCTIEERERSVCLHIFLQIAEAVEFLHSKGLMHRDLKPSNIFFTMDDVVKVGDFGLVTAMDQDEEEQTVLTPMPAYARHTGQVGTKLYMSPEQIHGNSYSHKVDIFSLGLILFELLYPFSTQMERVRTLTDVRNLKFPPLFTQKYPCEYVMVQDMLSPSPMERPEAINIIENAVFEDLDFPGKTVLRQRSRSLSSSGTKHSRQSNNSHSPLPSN
FXIIa inh – factor XIIa (human) inhibition; P00748; purified FXIIa, Boc-QGR-AMC fluorogenic substrate, 2 h; inhibition, % at 5 µM; hit rate 0.3% among 220,000; AID 800; in the data active means inhibition above about 40%;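 further: 0% = enzyme with no compound and 100% = blank without enzyme; many of its hits are not listed in these tables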
KCC2 mod – KCC2 (human) Cl- transport modulation; hit rate 2.2% among 190,000; KCC2 cells, thallium flux FluoZin-2 fluorescence; Q9H2X9; B-score of Tl+ flux slope (higher = more flux/activation; lower = inhibition) at 10 µM;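 active means thallium flux slope and its plate-corrected score both differing from the plate sample mean at a set confidence after two filtering rounds, in either direction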;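 further: slope of fluorescence scaled to starting intensity during 10 to 20 s after thallium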
FXIa inh – factor XIa (human) inhibition; P03951; purified FXIa, Boc-Glu-Ala-Arg-AMC fluorogenic substrate; inhibition, % at 5 µM; hit rate 0.14% among 220,000; AID 798;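 active means inhibition of at least 40%; inactive means inhibition below 40%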;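 further: fluorescence of freed AMC excited at 355 nm; 0% = enzyme without compound and 100% = no enzyme blank; many of its hits are not listed in these tables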
hK5 inh – kallikrein 5 (human) inhibition. inhibition, % at 5 µM. recombinant hK5, fluorogenic AMC substrate cleavage. hit rate 0.59% among 210,000. AID 873;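 active means inhibition of 40% or more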;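 further: 0% = enzyme controls without compound and 100% = no-enzyme blanks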
thrombin 1536 – inhibitors of human thrombin; inhibition, % at 5 µM; alpha-thrombin, Boc-VPR-AMC fluorogenic substrate cleavage; hit rate 0.26% among 220,000; P00734;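 active means inhibition at or above 40%; inactive means inhibition below 40%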;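 further: 0% = enzyme with no compound and 100% = wells without enzyme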
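System – human alpha-thrombin protein · Reagent – Boc-VPR-AMC substrate, 15 µM final · Compound – 5 µM single dose in 0.2% DMSO · Schedule – reaction at room temperature · Technique – AMC fluorescence at 355 nm excitation and 460 nm emission · Read-out basis – % inhibition relative to enzyme controls and enzyme-free blanks · Control set – no-compound enzyme wells and no-enzyme blanks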
Active calls of the source: *; / = no result given; [ ] = remark or other dose.

SMILES | Wee1 degr inh | Furin inh | p97 ATPase inh | PERK inh | FXIIa inh | KCC2 mod | FXIa inh | hK5 inh | thrombin 1536
Cc1nc2cc(NC(=O)NCc3ccco3)ccc2n1C | 0 | 14[20 µM] | 4 | 0.6 | 10 | 0.12 | 2 | -16 | -2
COCCOC(=O)c1c(N)n(CCCN2CCOCC2)c2nc3ccccc3nc12 | 1 | -57 | -1 | -1.3 | -8 | 0.55 | -6 | -8 | -6
Cc1ccc(NC(=O)c2cc3c(=O)oc4ccccc4c3s2)nc1 | 0 | -24 | 5 | 0.8 | 12 | 0.56 | 6 | 0 | -4
Cc1ccc(O)c(C(=O)c2cnc3c(c2)COc2ccc(C)cc2-3)c1 | 8 | -8[20 µM] | -6 | 0.7 | 7 | 0.26 | 2 | -7 | 2
CCOC(=O)Nc1ccc2c(c1)N(C(=O)CCN1CCOCC1)c1ccccc1S2=O (centres undefined) | -4 | -15 | 14 | 0.1 | -1 | / | -8 | 2 | -4
COCC(=O)n1nc(-c2ccccc2)nc1NCc1cccs1 | 14* | -19 | 1 | 1.5 | 11 | 0.59 | 3 | 6 | 86*
CCN(C(=O)Cc1c(C(=O)O)[nH]c2ccccc12)c1ccc(OC)cc1 | -3 | -32 | 5 | 1.3 | 5 | -0.17 | -7 | -4 | -24
O=C(/C=C/c1ccccc1)Nc1nnc(SCC(=O)c2ccc3ccccc3c2)s1 | -1 | -21 | 3 | 0.4 | 6 | -0.34 | 3 | -26 | -6
CC(C)(C)C(=O)Nc1ccc(NC(=O)C(C)(C)C)cc1 | 0 | -19 | 5 | 1.8 | 1 | -1.3 | -5 | -2 | -4
COc1ccc(Nc2nc(NCc3ccco3)nc(N/N=C/c3ccc(O)cc3)n2)cc1 | -3 | 0 | 9 | -0.4 | 8 | -0.36 | 4 | -20 | -7
Cc1cc(C)c2c(c1)cc(C)c1nnc(SCC(=O)Nc3ccccc3N3CCOCC3)n12 | 2 | -18 | 5 | -0.2 | 11 | -0.038 | 7 | 0 | -7
O=C1NC2(CCCCCCC2)C(=O)N1Cc1ccc(F)cc1 | -2 | -19 | 1 | 0.4 | 4 | 0.13 | 2 | 4 | -7
CC1(C)Cc2c(c(-c3ccccc3)[nH]c(=O)c2C#N)CO1 | -4 | 4 | 4 | 0.3 | 15 | 1.1 | -1 | -7 | 3
CC1(C)CC(=O)C2=C(C1)OC(N)=C(C#N)C2c1ccc(OC(=O)N2CCOCC2)cc1 (centres undefined) | 3 | -31 | -2 | 1.0 | 5 | -0.22 | -5 | -16 | -1
S=C(NCc1cccs1)Nc1ccc(Br)cc1Cl | 0 | -5 | -1 | 0.4 | -5 | 4.7* | 9 | -13 | 2
Cc1ccc(-n2ncc3c(=O)[nH]c(SCC(=O)N4CCCC4)nc32)cc1C | 1 | -13 | 9 | 2.8 | 25 | -0.38 | 23 | -3 | 2
C/C(=C\c1ccco1)CN1CCC(N2CCC(C(=O)N3CCOCC3)CC2)CC1 | 3 | -28 | -1 | 1.2 | 5 | -0.025 | -1 | / | -3
CCSc1nnc(NC(=O)NC2CCCCC2)s1 | -1 | -15 | -5 | -0.8 | -3 | -0.21 | -3 | -2 | -13
CC(=O)Nc1ccc(NC(=O)c2ccc(COc3ccc4c(C)cc(=O)oc4c3)cc2)cc1 | 2 | 4 | 0 | 0.8 | 14 | 0.018 | 6 | -15 | 5
CC1CN(C(=O)Nc2ccc3c(c2)OCCO3)CC(C)O1 (centres undefined) | -1 | -23 | 0 | 0.1 | 12 | 0.61 | 0 | -1 | -4
CC(=O)c1ccc(OCC(=O)NC2CCS(=O)(=O)C2)cc1 (centres undefined) | 1 | -24 | 4 | 1.2 | 9 | 0.44 | 4 | -7 | 3
COc1cc(C#N)c(NC(=O)CN2CCC(C(N)=O)CC2)cc1OC | 0 | -19 | 2 | -0.2 | 21 | 0.6 | 10 | / | 14
COc1ccc(/C=C/C2=NN(C)C(=O)CC2)cc1 | 5 | 10 | -7 | 1.5 | 4 | 0.93 | -2 | -2 | 4
Cc1ccsc1C=Nc1c(C)n(C)n(-c2ccccc2)c1=O | 1 | -10[20 µM] | -2 | 0.6 | 19 | / | 14 | -1 | -5
O=C(NCC(O)c1ccc([N+](=O)[O-])cc1)c1cccc(S(=O)(=O)N2CCCC2)c1 (centres undefined) | -1 | -6 | 10 | -0.3 | 5 | -0.36 | -4 | 0 | 2
COc1ccc(-c2nnc(SCC(=O)NC(C)c3ccccc3)o2)cc1OC (centres undefined) | 1 | -6 | -8 | -1.3 | -2 | -1.4 | -4 | -10 | -3
Cc1csc(NC(=O)c2ccc(S(=O)(=O)N3CCCC3)cc2)n1 | 1 | -24 | 6 | 1.5 | 6 | 0.18 | 1 | 3 | 2
O=C(COC(=O)CNC(=O)c1ccccc1)Nc1ccc(Cl)cc1C(F)(F)F | -2 | -18 | -3 | 0.8 | 12 | -1.6 | 5 | -14 | -1
CN1CCN(C(=O)C2(NC(=O)Nc3ccccc3Cl)CCCCC2)CC1 | -1 | -13[20 µM] | 1 | 0.4 | 14 | 0.59 | 8 | -8 | 0
O=C(COc1ccc(N2C(=O)c3ccccc3C2=O)cc1)c1ccccc1 | -4 | -13 | -2 | 0.7 | 9 | -0.13 | 8 | -7 | -2
CCCCCn1c(CCCNC(=O)CC)nc2ccccc21 | 0 | -19 | 4 | 0.4 | 8 | -0.11 | 3 | 0 | -1
c1ccn2cc(CSc3nnc4ccccn34)nc2c1 | 5 | -22 | 1 | 0.8 | 9 | / | 2 | 13 | -5
CSc1ccc(Cl)c(C(=O)OCC(=O)NCC(C)C)c1 | 0 | -12[20 µM] | -2 | -0.4 | 10 | -0.076 | 8 | -11 | -4
COc1ccc(N=C2C(=O)N3CCCc4cccc2c43)cc1 | 2 | -15 | -2 | -1.2 | 3 | -0.31 | -2 | -6 | -9
N#Cc1cc(-c2ccccc2)oc1NC(=O)c1ccco1 | 4 | -27[20 µM] | 6 | 1.1 | 17 | -1.2 | 4 | -2 | 3
O=C(CN(c1ccc(Cl)cc1)S(=O)(=O)c1ccc(Cl)c([N+](=O)[O-])c1)NCCc1ccccc1 | -1 | -13 | 3 | 0.7 | 6 | -0.47 | 1 | / | -1
CSc1nc2ccc(NC(=O)c3nn(C(C)C)c(=O)c4ccccc34)cc2s1 | 1 | -12 | 0 | -0.1 | 8 | -0.084 | 0 | -10 | -5
Cc1ccc(-n2cc(CNCCc3cscn3)c(-c3ccc(F)cc3)n2)cc1 | -4 | -28 | -1 | 0.2 | 9 | 0.12 | -2 | 1 | -3
FC(F)(F)c1ccc(Oc2ccccc2Cl)nc1 | 0 | -31 | -2 | 0.3 | / | 1.8 | -6 | -3 | -7
Cc1c(N2C(=O)SC(CC(=O)O)C2=O)c(=O)n(-c2ccccc2)n1C (centres undefined) | 1 | -19 | -1 | 0.8 | 18 | / | 2 | 9 | 1
O=C(CSc1nncn1-c1ccccc1)Nc1cc(Cl)cc(Cl)c1 | 2 | -17[20 µM] | 2 | 0.8 | 10 | 0.13 | 1 | -1 | 1
CCn1c(=O)n(CC)c2cc(S(=O)(=O)NCCOc3ccccc3)c(C)cc21 | -1 | -18[20 µM] | 0 | 0.1 | 9 | / | 8 | -2 | -3
CC(C)c1nc2oc3c(=O)[nH]cnc3c2c2c1COC(C)(C)C2 | 0 | -15 | 0 | -1.3 | 7 | -0.22 | 1 | -2 | 0
NC(=O)c1cc(C(=O)c2cccc(Cl)c2Cl)c[nH]1 | 0 | -15 | 3 | 1.0 | / | -0.15 | 0 | 2 | -2
O=C(Nc1ccc(Cl)cn1)c1cccc(S(=O)(=O)N2CCOCC2)c1 | 0 | -30[20 µM] | 1 | -1.1 | 1 | / | 1 | -34 | -4
CC(N=C(NC#N)Nc1ccncc1)C(C)(C)C (centres undefined) | -1 | -12 | 10 | 0.9 | 13 | 0.27 | 7 | -6 | 0
Cc1cc(C)n(C(=O)/C(C#N)=N\Nc2ccccc2[N+](=O)[O-])n1 | -4 | -8 | -1 | 1.0 | 4 | 0.62 | -3 | 5 | -10
Cc1ccc(S(=O)(=O)N(Cc2cc3cc4c(cc3[nH]c2=O)OCCO4)CC2CCCO2)cc1 (centres undefined) | 4 | -16 | 7 | 0.4 | 19 | 0.11 | 7 | -24 | 4

Some of these compounds in order of the FXIIa inh value, highest first:
SMILES | Wee1 degr inh | Furin inh | p97 ATPase inh | PERK inh | FXIIa inh | KCC2 mod | FXIa inh | hK5 inh | thrombin 1536
Cc1ccc(-n2ncc3c(=O)[nH]c(SCC(=O)N4CCCC4)nc32)cc1C | 1 | -13 | 9 | 2.8 | 25 | -0.38 | 23 | -3 | 2
CC1(C)CC(=O)C2=C(C1)OC(N)=C(C#N)C2c1ccc(OC(=O)N2CCOCC2)cc1 (centres undefined) | 3 | -31 | -2 | 1.0 | 5 | -0.22 | -5 | -16 | -1
CC(C)(C)C(=O)Nc1ccc(NC(=O)C(C)(C)C)cc1 | 0 | -19 | 5 | 1.8 | 1 | -1.3 | -5 | -2 | -4

Other records:
SMILES | Wee1 degr inh | Furin inh | p97 ATPase inh | PERK inh | FXIIa inh | KCC2 mod | FXIa inh | hK5 inh | thrombin 1536
Cc1cccc(NC(=O)C2CCN(S(=O)(=O)c3c(C)[nH]c(=O)[nH]c3=O)CC2)c1 | 0 | 6 | -3 | 0.3 | 6 | -2.4 | 3 | -4 | -1
CCc1nnc(NC(=O)C2CCCN2S(=O)(=O)c2ccc(F)cc2)s1 (centres undefined) | 0 | -27 | 4 | 0.3 | 4 | / | 0 | 2 | -2
COc1ccccc1N1CCN(C(=O)c2oc3ccc(F)cc3c2C)CC1 | 2 | -3 | -7 | -1.2 | 4 | -0.98 | 4 | -10 | -1
COc1ccccc1-c1ccc(=O)n(CC(=O)Nc2ccc(C(=O)N3CCCC3)cc2)n1 | -1 | -18 | 3 | 0.7 | 9 | 0.92 | -3 | -2 | -1
OC1CCN(C(=S)Nc2ccc(Nc3ccccc3)cc2)CC1 | 3 | -12 | 1 | -0.4 | 6 | -0.72 | -4 | -3 | -2
OC(C#CCN1CCOCC1)c1cccs1 (centres undefined) | 0 | -14 | 8 | 1.4 | 0 | / | -8 | -18 | -7
Cc1ccc(O)c(C2=Nc3ccccc3N=C(c3ccco3)C2)c1 | 3 | -17[20 µM] | -4 | -0.6 | 10 | 0.96 | 2 | 11 | 3
COc1cc(S(=O)(=O)N2CCOCC2)ccc1NC(=O)COC(=O)C12CC3CC(CC(C3)C1)C2 | -1 | -6[20 µM] | 6 | -0.1 | 0 | 0.79 | -6 | -24 | -11
COc1cccc(C(=O)Nc2ccccc2N2CCOCC2)c1 | -2 | 1[20 µM] | -6 | -0.8 | 4 | 1.5 | -12 | -8 | -6
CCCCn1c(SCC(=O)NCc2ccco2)nc2c(sc3ccccc32)c1=O | -2 | -25[20 µM] | 3 | 0.0 | 14 | 0.61 | 2 | 4 | 2
CC1(C)NC(=O)N(CC(O)CN2CCOCC2)C1=O (centres undefined) | 4 | -19 | 3 | 2.1 | 6 | -0.043 | 5 | -11 | 0
O=C(COC(=O)c1cccc2c1C(=O)c1ccccc1C2=O)NC1CCCCC1 | 0 | -2 | -8 | 0.4 | -4 | -0.35 | 1 | -6 | -4
COc1ccc(C(CNC(=O)c2cccc(Br)c2)N2CCCC2)cc1 (centres undefined) | -1 | -6[20 µM] | 3 | -1.9 | 4 | -0.64 | -2 | 2 | -1
COC(=O)C1=C(C)NC(=O)NC1c1ccc([N+](=O)[O-])o1 (centres undefined) | -3 | -15 | -5 | 0.4 | 1 | 0.58 | -6 | -6 | -2
CC(C)c1ccc(NC(=S)NNC(=O)C2CC2)cc1 | 0 | -22 | 1 | 0.2 | 7 | 0.46 | 2 | -5 | 1
CCc1cc2c(NC3CCCC3)ncnc2s1 | -2 | -15 | 2 | -0.2 | 6 | -1.9 | 0 | 4 | 0
